Screens (PubChem BioAssay)
Runt-CBFb FRET – inhibitors of human RUNX1 Runt domain binding to CBFb; Cerulean-Runt/Venus-CBFb FRET ratio 530/480, 1 h; inhibition, % at 20 µM; Q01196+Q13951; 0.46% of 220,000 active;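 active means inhibition over about 50% at 20 µM in the single-dose screen, limit read from the data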;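 further: 0% = DMSO wells and 100% = excess unlabeled CBFb competitor control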
Target sequence (Q01196 whole entry, looked up, the tested form may be a part): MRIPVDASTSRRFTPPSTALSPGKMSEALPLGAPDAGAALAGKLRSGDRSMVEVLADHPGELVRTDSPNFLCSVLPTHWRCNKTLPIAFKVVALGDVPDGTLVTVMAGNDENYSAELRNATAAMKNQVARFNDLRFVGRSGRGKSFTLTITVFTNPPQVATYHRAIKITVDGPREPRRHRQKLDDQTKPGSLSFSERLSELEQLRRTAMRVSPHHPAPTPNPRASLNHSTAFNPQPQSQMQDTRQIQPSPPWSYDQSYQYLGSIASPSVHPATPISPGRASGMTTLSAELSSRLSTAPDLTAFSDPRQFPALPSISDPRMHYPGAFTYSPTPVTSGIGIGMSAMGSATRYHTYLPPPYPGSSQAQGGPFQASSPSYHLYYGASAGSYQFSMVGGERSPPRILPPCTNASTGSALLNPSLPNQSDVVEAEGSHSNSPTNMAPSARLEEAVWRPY
Target sequence (Q13951 whole entry, looked up, the tested form may be a part): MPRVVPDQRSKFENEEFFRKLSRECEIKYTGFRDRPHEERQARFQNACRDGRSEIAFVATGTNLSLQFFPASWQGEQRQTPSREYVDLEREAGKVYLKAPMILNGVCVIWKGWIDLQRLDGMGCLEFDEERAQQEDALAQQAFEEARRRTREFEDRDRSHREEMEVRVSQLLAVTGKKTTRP
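Assay system: Cerulean-Runt domain / Medium: Tris 50 mM pH 7.5, KCl, K2SO4, 0.01% BSA / Timing: protein complex preformed 1 h, compound exposure 1 h, room temperature, dark / Measured by: FRET, excitation 422 nm, emission at 530 and 480 nm / Evaluation: loss of energy transfer signal / Control set: 5 µM unlabeled CBFb as full-inhibition high control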
14-3-3 Bad inh – disrupts binding of bovine 14-3-3 zeta to phospho-Bad peptide. P63103. TR-FRET 14-3-3zeta/Dy647-pBad peptide displacement, 1 h. inhibition, % at 21.7 µM. 0.71% of 220,000 active. AID 781;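 active means inhibition above about 70%, limit read from the data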;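 further: 0% = full 14-3-3 plus peptide FRET controls and 100% = background without 14-3-3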
Target sequence (P63103 whole entry, looked up): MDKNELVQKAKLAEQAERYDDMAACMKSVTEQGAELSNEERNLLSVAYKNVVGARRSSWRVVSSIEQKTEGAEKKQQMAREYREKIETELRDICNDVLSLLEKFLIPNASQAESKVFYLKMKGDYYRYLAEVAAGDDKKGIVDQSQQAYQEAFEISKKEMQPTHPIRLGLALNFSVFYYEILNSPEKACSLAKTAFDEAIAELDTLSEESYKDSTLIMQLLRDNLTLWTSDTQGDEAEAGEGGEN
Mdm2 ligase inh – blocks human Mdm2 ubiquitin ligase activity; cell-based MDM2 ubiquitination luciferase reporter, 2 h; 0 = plate control, 100 = twice control, blank-subtracted; Q00987; signal enhancement, % at 5 µM; 0.11% of 210,000 active;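 active means signal enhancement of 30% or more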;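 further: luminescence tracks abundance of the self-degrading MDM2-luciferase fusion protein; higher signal means inhibition of MDM2 E3 ligase activity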
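Test system: stable mammalian line carrying autodegrading MDM2–luciferase fusion reporter; quantity: 2000 cells in each well; times: 4 h cell settling then 2 h compound exposure, 37 °C; detection: luminescence with SteadyLite reagent, 15 min at room temperature; evaluation: percent signal gain over controls, blank-subtracted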
TbHK1 inh – blocks Trypanosoma brucei hexokinase 1 activity; 0.11% of 220,000 active; recombinant TbHK1, G6PDH-coupled NADH A340; inhibition, % at 10 µM;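 active means inhibition of 50% or more in the single-dose primary screen; inactive means inhibition below 50%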
zVAD death inh – blocks zVAD induced death of L929 cells; L929 zVAD necroptosis rescue, ATP luminescence, 24 h; with zVAD 60 µM; viability rescue, % at 10 µM; 0.38% of 220,000 active;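 active means activation, scaled between plate controls, above about 75%, limit read from the data; inactive means activation under that limit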;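 further: 0% = zVAD with DMSO and 100% = DMSO alone without zVAD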
Hck Nef HTS – human Hck-Nef kinase inhibition; 0.68% of 220,000 active; Recombinant Hck-YEEI plus Nef, Z-Lyte FRET kinase assay; P08631; inhibition, % at 20 µM; AID 463187;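 active means Hck-Nef kinase inhibition above about 50%, limit read from the data; inactive means inhibition below that limit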;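 further: 0% = DMSO with Hck plus Nef and 100% = Hck alone without Nef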
EBV gp42 block – inhibitors of Epstein-Barr virus glycoprotein 42; Q1HVG2; 0.42% of 220,000 active; Fluorescence polarization binding assay, mP read-out; inhibition, % (tested at 21.74 µM); in the data active means inhibition above about 50%
Runt-SMMHC FRET – inhibitors of human RUNX1 Runt domain binding to CBFb-SMMHC; Cerulean-Runt/Venus-CBFb-SMMHC FRET ratio 530/480, 1 h; inhibition, % at 20 µM; 0.74% of 220,000 active;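 active means mean inhibition across duplicate retests at 20 µM reaching about 50%, limit read from the data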;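 further: 0% = DMSO wells and 100% = wells with excess untagged CBFb-SMMHC; inhibitors lower the FRET ratio by blocking Runt binding to CBFb-SMMHC; some results filed as inactive read as strong as hits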
NCF1 inh – p47phox (human) inhibition; P14598; 0.53% of 220,000 active; inhibition, % at 24.7 µM; p47phox/p22phox peptide binding, fluorescence polarization, 2 h;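 active means inhibition above about 30%, limit read from the data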;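 further: 0% = p47phox with labelled peptide and 100% = labelled peptide alone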
* hit, by the source's call; . = no result given; [ ] = dose if it differs, or a comment.

structure,NCF1 inh,Runt-SMMHC FRET,TbHK1 inh,Runt-CBFb FRET,Hck Nef HTS,EBV gp42 block,14-3-3 Bad inh,Mdm2 ligase inh,zVAD death inh
COC(c1ccccc1)c1nnc(CCC(=O)N(C)Cc2cccc(-n3cccn3)c2)o1 (centres undefined),3,-1,9,-2,-12,-9,-16,-12,-0.6
Cc1cccc(C)c1N1CCN(S(=O)(=O)c2ccccc2)CC1,-8,2,1,2,-4,9,-6,-15,0.3
CCOC(=O)C(=CNc1ccc(NC2=NCC(C)S2)cc1)C(=O)OCC (centres undefined),0,1,-41,-5,4,-3,-1,.,1.3
CCC(C)OC(=O)C[N+](C)(C)CCOC1CC2CCC1(C)C2(C)C (centres undefined),-2,-2,15,0,19,-13,-11,-13,-0.5
Cc1ccc([N+](=O)[O-])c(C(=O)N/N=C/c2cccs2)c1,-6,3,-51,2,9,-8,1,-13,0.5
CCN(CC)C(=O)c1ccc(Cn2cc([N+](=O)[O-])cn2)o1,-5,3,-2,1,15,-9,1,-12,-0.7
Cc1cc(C(=O)Nc2cccc(C(=O)O)c2)oc1C,-4,-2,5,1,-4,-19,2,-79,1.5
CC(NC(=O)c1ccncc1)C(c1cccs1)N1CCOCC1 (centres undefined),-10,4,2,-2,6,-14,-2,3,0.1
CCn1c(C)nc([N+](=O)[O-])c1Sc1ccc(F)cc1,0,2,-9,0,-13,-6,-3,-9,-0.6
Cc1nnc2sc(SCC(=O)Nc3cccc(Cl)c3)nn2c1=O,.,6,-11,2,-60,-5,-21,-5,-0.8
CCOc1ccccc1NC1c2ccccc2C(=O)N1c1cccnc1 (centres undefined),-4,1,2,2,-1,-15,-9,13,0.5
Clc1cccc(N/N=C/c2ccncc2)c1,-17,1,-39,0,4,0,19,-2,1.9
CCCCN(CC)Cc1c(O)ccc2c(-c3ccccc3)cc(=O)oc12,-9,-30,-25,-11,-12,-16,-2,-6,-0.4
CCOC(=O)N1CCC(NC(=O)CN2C(=O)CSc3nc(C)cc(C)c32)CC1,-11,-5,-2,0,-1,-3,-1[fluorescence artefact?],-22,1.4
CCOc1ccc(/C=N/NC(=S)NC2CC3CCC2C3)cc1 (centres undefined),-2,-1,-10,-1,0,-1,-7,-4,-0.4

Continued:
structure,NCF1 inh,Runt-SMMHC FRET,TbHK1 inh,Runt-CBFb FRET,Hck Nef HTS,EBV gp42 block,14-3-3 Bad inh,Mdm2 ligase inh,zVAD death inh
COc1ccc(C(=O)c2cnc(C(C)C)n2C)cc1,-51,-3,-6,1,0,-9,-1,-22,1.8
CC1(c2ccccc2)CC(c2ccccc2)=Nc2ccccc2N1 (centres undefined),-7,-11,-5,2,7,-8,-7,-9,0.1
COc1ccc(C(C)C)cc1S(=O)(=O)NCc1ccccn1,-4,1,-2,3,9,-8,-2,4,0.1
CCOC(=O)c1sc(=S)n(-c2ccc(OC)cc2)c1C,-13,1,-38,3,-17,15,-5,-11,0.1
Oc1ccc(N2CCN(C(=S)NCCc3ccccc3)CC2)cc1,95*,22,6,6,1,-3,-12,-19,0.6
O=C(NCCCNc1ccc(C(F)(F)F)cc1[N+](=O)[O-])c1cc(F)c(F)cc1Cl,1,-11,-1,-5,2,-24,2,-10,1.1
Cc1nc(SCC(O)CCl)c([N+](=O)[O-])[nH]1 (centres undefined),-4,-1,-2,-3,3,-8,2[fluorescence artefact?],10,0.4
CN(CC(=O)NCCc1ccc(S(N)(=O)=O)cc1)c1ccccc1,-5,2,6,0,15,-7,-14,-16,0.4
Cc1ccc(C)c(NC(=S)N(Cc2ccco2)C(C)c2cccs2)c1 (centres undefined),-12,-4,5,.,-13,0,-11,-10,0.7
COCCN1C(=O)c2ccccc2C(C(=O)NCc2ccco2)C1c1c[nH]c2ccccc12 (centres undefined),0,3,-2,-2,1,-18,6[fluorescence artefact?],-1,-0.6
O=C(NCCCCCCNC(=O)N1CCCCCC1)N1CCCCCC1,2,-3,28,-1,-20,-9,-4,.,-1.2
COc1ccc(-n2nc3c(c2NC(=O)c2cc(Br)ccc2Cl)CS(=O)C3)cc1 (centres undefined),-16,1,1,1,0,-7,-2[fluorescence artefact?],-2,-0.3
S=C(N/N=C/c1ccc2ncccc2c1)Nc1cccnc1,-8,0,-51,0,4,3,-19,-59,3.4
CCc1cc2c(=O)n(CC(=O)NCCc3ccc(OC)c(OC)c3)cnc2s1,0,-3,1,-3,17,-11,-1,-12,0.8
Cc1ccc(S(=O)(=O)n2cnc3ccccc32)cc1,2,-6,2,-2,6,-6,12,-6,2.0

Compounds from the list above that contain an NH in an aromatic ring, in the order listed:
structure,NCF1 inh,Runt-SMMHC FRET,TbHK1 inh,Runt-CBFb FRET,Hck Nef HTS,EBV gp42 block,14-3-3 Bad inh,Mdm2 ligase inh,zVAD death inh
Cc1nc(SCC(O)CCl)c([N+](=O)[O-])[nH]1 (centres undefined),-4,-1,-2,-3,3,-8,2[fluorescence artefact?],10,0.4
COCCN1C(=O)c2ccccc2C(C(=O)NCc2ccco2)C1c1c[nH]c2ccccc12 (centres undefined),0,3,-2,-2,1,-18,6[fluorescence artefact?],-1,-0.6

(continued)
structure,NCF1 inh,Runt-SMMHC FRET,TbHK1 inh,Runt-CBFb FRET,Hck Nef HTS,EBV gp42 block,14-3-3 Bad inh,Mdm2 ligase inh,zVAD death inh
CC(C)(C)c1cc(NC(=O)COC(=O)C2CC2)n(-c2ccccc2)n1,-13,1,3,1,1,-7,-2,15,-0.3
N#Cc1c(NC(=O)/C=C/c2ccco2)sc2c1CCCC2,-41,-18,-15,9,4,-17,-2,-3,-0.5
COc1cccc(CN(C)Cc2nc3cc(C(F)(F)F)ccc3c(=O)[nH]2)c1,-13,-2,-17,-4,17,-6,5,-6,0.4
c1ccc(-n2c(-c3cccs3)nc3nc4ccccc4nc32)cc1,-7,-24,-9,-7,1,-13,-2,-10,0.3
Cn1c(CNC(=O)c2ccccc2)nnc1SCC(=O)N1CCN(c2ccccc2)CC1,0,6,-3,-1,3,-5,6[fluorescence artefact?],.,0.8
CC(C)(C)OC(=O)N1CCNc2ccccc2C1,4,-20,35,0,4,-14,-6[fluorescence artefact?],-8,-0.1
Cc1ccc(-c2nnn(C(C)C(=O)N3c4ccccc4CCc4ccccc43)n2)cc1 (centres undefined),-12,4,4,0,6,-10,6,-5,0.1
O=C(CCSc1ccccc1)Nc1nc2c(s1)COc1ccccc1-2,-2,2,7,1,17,-8,14,-10,8.7
CC(Oc1ccc(Br)cc1)C(=O)N1CCc2ccccc21 (centres undefined),-5,-7,1,-1,6,-19,7,-12,1.1
O=C(CNCC1CCCO1)Nc1ccccc1N1CCOCC1 (centres undefined),4,-5,-1,-4,-1,5,20,-10,-0.1
Cc1nn(-c2ccccc2)c(Cl)c1/C=C/C(=O)c1ccccc1,-9,-9,-27,0,3,-20,-6,-17,0.2
O=C(CC(NCc1ccccn1)C(=O)O)Nc1ccccc1Cl (centres undefined),0,-3,10,2,17,-3,-21,-2,0.7
COC(=O)c1cc(OC)c(OC)cc1NCC(=O)Nc1cccc(C(F)(F)F)c1,2,6,24,-5,9,-4,-27,-6,4.9
O=C(NCCO)/C(=C/c1ccc2c(c1)OCO2)NC(=O)c1ccc(Br)cc1,2,-2,-29,3,13,-8,-12,-10,0.7
CCCCC(=O)OCC(=O)c1[nH]c(C)c(C(=O)OCC)c1C,-18,-1,0,0,-2,-8,-2,4,-1.0

(more compounds)
structure,NCF1 inh,Runt-SMMHC FRET,TbHK1 inh,Runt-CBFb FRET,Hck Nef HTS,EBV gp42 block,14-3-3 Bad inh,Mdm2 ligase inh,zVAD death inh
COC(=O)c1ccccc1NC(=O)CSc1nc(C)cc(C)n1,-12,0,5,1,20,-19,-10,-4,0.6
CCc1cc(OCCCCNCc2ccccc2)ccc1Cl,-3,3,18,-1,0,-7,-17,5,0.1
Cc1ccc(C(=O)Nc2c(C(=O)NCc3ccco3)cnn2-c2ccccc2)cc1,-9,2,-4,-1,1,-9,11[fluorescence artefact?],-4,1.0
O=c1c(S(=O)(=O)c2ccc(Cl)cc2)cn(Cc2cccc(F)c2)c2ccc(F)cc12,-14,-1,-2,0,1,7,15[fluorescence artefact?],-14,1.5
CN(CC(=O)N1CCN(c2cccc(Cl)c2)CC1)S(=O)(=O)c1cnc[nH]1,-6,4,-3,-2,7,1,-1[fluorescence artefact?],3,.
COc1ccccc1NC(=O)C1C2CCCCC21 (centres undefined),-5,3,1,-2,0,2,-4,-30,-0.3
CNC(=O)C1CC(=O)N(c2ccc(C)cc2)C1 (centres undefined),-3,3,5,0,3,-6,-3,-5,-0.2
Cc1ccc(Oc2ccc(NC(=O)CCC(=O)OCC(=O)c3cccs3)cc2)cc1C,-31,-2,3,-2,1,-2,2,-14,-0.3
CC1(C)NC(=O)N(c2ccccc2Cl)C1(C)NO (centres undefined),-2,1,0,2,0,-17,-9[fluorescence artefact?],-11,1.4
Cc1ccc2c(c1)NC(=O)C(CC(=O)NCCCN1CCN(c3cc(Cl)ccc3C)CC1)O2 (centres undefined),-1,-1,-2,-3,6,-18,5,-7,1.7
Cc1ccc(OCCC(=O)OCC(=O)NCCc2ccccc2)cc1,-3,1,-10,-6,21,-4,1,-17,4.4
COc1cc(C=O)ccc1OCCSc1ccc(C)cc1,-10,-4,-3,0,1,-2,2,-9,0.7
CCOc1ccccc1NS(=O)(=O)c1c(C)noc1C,-17,-10,0,-5,3,-22,8,-26,0.0
CCCCn1c(=S)[nH]c2ncccc2c1=O,-5,1,-3,0,0,-6,4,-10,-0.1
COc1cc2c3nnc(-c4ccc(F)cc4)c-3cn(Cc3ccc(F)cc3)c2cc1OC,-68,1,-10,-12,-1,-92,-6[fluorescence artefact?],-14,6.4
Cc1cc(C)c(S(=O)(=O)c2ccccc2)c(N(C)C)n1,-19,1,-7,-2,2,-10,-6,-4,0.0
